Screens deposited in PubChem BioAssay by The Scripps Research Institute Molecular Screening Center.
GPR151 ag: activates the human receptor GPR151; Q8TDV0; PathHunter beta-arrestin GPR151 cells, luminescence; activation, % at 11.2 µM; 650,000 tested, 1% active; AID 1508602; in the data active means activation above about 4.9%;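 further: 0% = median of compound wells and 100% = cells with positive control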
Target sequence (Q8TDV0 whole entry, looked up): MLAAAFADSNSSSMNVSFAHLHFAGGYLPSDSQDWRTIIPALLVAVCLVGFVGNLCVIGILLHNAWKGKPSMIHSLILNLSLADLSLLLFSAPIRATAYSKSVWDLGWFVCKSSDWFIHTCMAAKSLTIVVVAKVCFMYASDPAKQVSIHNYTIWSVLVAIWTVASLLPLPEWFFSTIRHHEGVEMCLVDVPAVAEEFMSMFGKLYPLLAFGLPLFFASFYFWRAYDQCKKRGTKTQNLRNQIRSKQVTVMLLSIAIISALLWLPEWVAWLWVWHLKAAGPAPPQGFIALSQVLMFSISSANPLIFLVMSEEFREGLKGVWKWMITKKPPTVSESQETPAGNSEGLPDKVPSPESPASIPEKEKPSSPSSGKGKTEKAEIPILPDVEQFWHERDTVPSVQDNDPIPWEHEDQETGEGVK
FBW7 activator: human FBW7 E3 ligase activation, primary screen. Q969H0. AlphaScreen FBW7–phospho-cyclin E peptide binding, activator screen. normalized activity (activation), % at 26.1 µM. 650,000 tested, 0.13% active. AID 1259310; in the data active means normalized activity above about 1.9%;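 further: purified mutant Fbw7 with reduced substrate affinity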
MITF inh: blocks human microphthalmia-associated transcription factor; O75030; AlphaScreen MITF homodimerization, bead proximity signal; inhibition, % at 2.6 µM; 650,000 tested, 0.91% active; AID 1259374; in the data active means inhibition above about 50%;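 further: 0% = vehicle wells with protein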
Target sequence (O75030 whole entry, looked up): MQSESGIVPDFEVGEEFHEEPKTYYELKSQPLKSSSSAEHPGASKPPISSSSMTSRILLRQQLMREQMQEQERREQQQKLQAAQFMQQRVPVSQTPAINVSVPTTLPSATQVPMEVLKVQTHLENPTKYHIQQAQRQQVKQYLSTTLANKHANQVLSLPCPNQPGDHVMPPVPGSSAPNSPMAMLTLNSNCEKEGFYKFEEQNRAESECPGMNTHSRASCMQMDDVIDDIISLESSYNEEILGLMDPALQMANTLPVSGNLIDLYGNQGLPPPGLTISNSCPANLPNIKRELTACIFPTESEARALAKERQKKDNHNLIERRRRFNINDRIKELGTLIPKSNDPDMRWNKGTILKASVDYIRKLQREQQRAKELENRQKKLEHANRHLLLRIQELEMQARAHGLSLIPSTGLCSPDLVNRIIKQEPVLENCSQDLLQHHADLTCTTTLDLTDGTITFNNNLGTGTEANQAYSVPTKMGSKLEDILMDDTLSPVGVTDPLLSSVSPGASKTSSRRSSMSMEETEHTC
TEAD-YAP inh: TEAD-YAP interaction inhibition | HEK-TIYL cells, TEAD-Gal4/YAP UAS-luciferase luminescence | 640,000 tested, 1.4% active | inhibition, % at 9.12 µM; in the data active means inhibition above about 32%;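 further: 0% = median of test compound wells and 100% = reference inhibitor wells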
The depositor's hits bear a star.

compound | GPR151 ag | FBW7 activator | MITF inh | TEAD-YAP inh
Cc1nnc(SCC(=O)Nc2ccc(F)cc2)c2c1cnn2-c1ccc(F)cc1 | 0.9 | -0.2 | 1.4 | 6.4
CCOC(=O)c1ccc(NC(=O)COc2ccc(Br)cc2C)cc1 | 0.5 | -0.1 | 11.6 | 4.2
COC(=O)C1=C(C)NC(C)=C(C(=O)OC)C1c1ccccn1 | 0.9 | -0.2 | -3.3 | 2.7
CC(=O)c1cccc(NC(=S)NC(=O)c2cccc(F)c2)c1 | 1.1 | -0.1 | 8.8 | -53.3
CCCCC1=NN2C(=N)/C(=C/c3cccc(OCCOc4ccc(Br)cc4)c3)C(=O)N=C2S1 | 1.0 | -0.1 | -2.8 | -88.2
Cn1c(=O)[nH]c(N2CCC3(CC2)OCCO3)c(Cc2ccc(F)cc2F)c1=O | -0.2 | 0.2 | -8.5 | 1.9
CC(C)(C)c1cc(CN(CCO)Cc2cc(C(C)(C)C)c(O)c(C(C)(C)C)c2)cc(C(C)(C)C)c1O | -0.3 | -0.1 | -3.4 | 10.5
Nc1nc(-c2ccc(Cl)cc2)nn1S(=O)(=O)c1ccc(Cl)cc1 | 2.7 | 0.3 | 12.1 | -1.2
CCN(CC)C(=O)N(Cc1ccccc1)c1ccccn1 | -0.7 | 0.0 | 0.1 | 12.7
Cc1cccc(NC(=O)c2sc3ncn(CC(=O)N4CCN(c5ccccn5)CC4)c(=O)c3c2C)c1 | 0.6 | -0.2 | 6.8 | 12.2
NNC(=O)c1cc(-c2cccnc2)nn1-c1cccc(C(F)(F)F)c1 | 0.8 | 0.0 | -0.9 | 9.3
N=C1S/C(=C\c2ccc(OCc3ccccc3F)cc2)C(=O)N1c1ccccc1F | 0.4 | 0.1 | 2.7 | -0.8
CCOC(=O)c1cc(-c2ccccc2)n(CC(=O)Nc2cc(OC)ccc2OC)c1C | -0.6 | -0.1 | 3.0 | -7.3
CCOC(=O)C1CCCCN1Cc1nc(N2CCN(C(C)=O)CC2)c2ccccc2n1 (stereo unspecified) | -1.2 | 0.7 | 18.8 | 2.1
CCOC(=O)N1CCC(N2CCN(Cc3ccc(OCC)cc3)C(CCO)C2)CC1 (stereo unspecified) | 1.2 | 0.0 | -7.0 | 5.7
Cc1ccc(-c2cc(C(F)(F)F)n3nc(C(=O)N(C)C4CCCCC4)cc3n2)cc1 | -0.5 | 0.1 | -13.6 | 4.4
O=C1ON=C(c2ccccc2)/C1=C/c1ccc(Br)s1 | -1.3 | -0.1 | 1.5 | -5.1
O=C(NC(C(F)(F)F)C(F)(F)F)OCc1ccc(F)cc1 | 1.4 | -0.1 | 7.9 | 8.0
Cc1ccc(Cl)cc1N1CCN(S(=O)(=O)c2ccc3c(c2)oc(=O)n3C)CC1 | -1.0 | 0.0 | -19.4 | 1.7
O=S(=O)(NCCCN1CCN(c2ccccc2)CC1)c1cc(F)ccc1F | -0.3 | 0.2 | 7.7 | 6.1
COc1ccc(NC(=O)c2c(NC(=O)c3cccc(C)c3)sc3c2CCC3)cc1 | 1.3 | -0.1 | -7.8 | -12.0
COc1ccc(N(C)S(=O)(=O)c2cc(Br)cc3c2N(C(C)=O)CC3)c(OC)c1 | -0.9 | 0.0 | -7.8 | 56.1*
CCCNC(=S)N1CCC(NC(=O)c2cccc(C)c2)CC1 | 0.7 | 0.1 | 23.1 | 1.2
O=C(N/N=C\c1ccccc1[N+](=O)[O-])c1cncc(Br)c1 | 0.9 | 0.0 | 8.8 | 2.2
CN=S(=O)(Nc1ccccc1)c1ccc(C)cc1 (stereo unspecified) | 3.5 | -0.1 | 8.0 | 13.6
CCOC(=O)CCCNC(=O)CCNC(=O)c1ccc(OCC)cc1 | -0.9 | -0.2 | -13.1 | -6.6
O=C(Nc1cccc(-n2cccn2)c1)C1CCCN(Cc2ccc(C#CCCO)cc2)C1 (stereo unspecified) | 3.1 | -0.1 | -1.1 | -3.0
O=C(NCCCl)NNC(=O)c1cc(-c2cccs2)nc2ccccc12 | -1.6 | -0.1 | 4.5 | -7.2
CCOc1ccc(OCC(O)CNC2CCN(Cc3ccccc3)CC2)cc1 (stereo unspecified) | 1.2 | -0.1 | -1.3 | 5.0
Fc1cnc(N2CCOCC2)nc1Nc1ccccc1Cl | 0.0 | -0.1 | 12.9 | 0.5
COc1cc2nc(Nc3nccc4ccccc34)nc(Nc3ccc(N4CCOCC4)cc3)c2cc1OC | 0.2 | -0.5 | 20.7 | 6.9
Cc1ncn(-c2ccc(N(c3ncc4cccc(-c5cnn(C(C)C)c5)c4n3)C(C)C)cc2)n1 | 0.2 | 0.0 | 11.9 | 11.3
CCC1=NN2C(=N)/C(=C/c3ccc(OCCSc4ccc(C)cc4)c(OC)c3)C(=O)N=C2S1 | -1.3 | 0.3 | 9.3 | -18.8
O=C(O)/C=C1\Sc2ccccc2NC1=O | 1.9 | -0.3 | 11.1 | 7.2
Cc1ccc(S(=O)(=O)c2nc(Cc3ccccc3)oc2NCc2ccccc2)cc1 | -1.1 | 0.0 | 18.2 | -0.7
CCOC(=O)c1cc(-c2ccc(/C=C3/C(=O)ON=C3C)o2)ccc1Cl | 0.3 | 0.1 | 11.2 | -4.5
CC(NC(=O)c1c(C(F)(F)F)nc2ccccn12)c1ccc(F)cc1 (stereo unspecified) | 0.4 | 0.0 | 3.5 | -9.3
O=C(Nc1ccc(S(=O)(=O)N2CCN(c3cnccn3)CC2)cc1)c1ccc(-c2ccccc2)cc1 | -0.2 | -0.1 | 8.1 | 21.0
O=C1COc2ccc(C3=Nn4c(nnc4-c4ccccc4)SC3)cc2N1 | -0.6 | 0.1 | -15.4 | -3.7
CCOC(=O)/C(C#N)=C/c1c(Oc2ccccc2OC)nc2ccccn2c1=O | 0.5 | -0.1 | 2.6 | 6.5
COc1cccc2sc(NC(=O)c3ccccc3SC)nc12 | -0.3 | -0.4 | -6.5 | -2.4
O=C1/C(=C/c2ccc(O)cc2)SC(=Nc2ccccc2)N1C1CCCC1 | -1.5 | -0.2 | -2.1 | -4.0
CC(=O)c1cccc(NC(=O)CS(=O)(=O)c2ccccc2)c1 | -1.4 | -0.1 | 3.2 | 0.2
CCCCCC(=O)N(CN1C(=O)c2ccccc2C1=O)c1ccccc1OC | 0.6 | -0.1 | -7.3 | 6.3
O=C(N[C@H]1C[C@H]2C(=O)N[C@@H](COCc3ccccc3)C(=O)N2C1)OCc1ccccc1 | 2.6 | 0.2 | -10.9 | -7.3
CC1(C)CC(=O)C/C(=N\NC(=S)NCc2ccccc2)C1 | 0.2 | -0.1 | -2.5 | -4.8
COc1ccc2ccc(OC)c(/C=C3\NC(=O)N(Cc4ccc(Cl)cc4)C3=O)c2c1 | 4.9* | 0.1 | 7.1 | -0.3
O=C1OCCN1CCNCc1c(C(=O)N2CCCCCCC2)nc2ccc(Cl)cn12 | 0.4 | -0.1 | -5.7 | 5.1
O=C(O)c1ccc2c(c1)C1C=CCC1C(c1ccc(O)c([N+](=O)[O-])c1)N2 (stereo unspecified) | 0.0 | -1.4 | 10.0 | -2.1
CCCCNC(=O)c1ccc(CS(=O)(=O)c2ccccc2OC)o1 | 0.9 | -0.3 | 12.8 | -4.6

Next part
compound | GPR151 ag | FBW7 activator | MITF inh | TEAD-YAP inh
CCSc1nnc(-c2cc(OC)c(OC)c(OC)c2)o1 | -1.5 | 0.4 | 14.9 | -1.7
CCOC(=O)C1=C(C)N=c2s/c(=C\c3ccco3)c(=O)n2C1c1ccc(OC)c(OC)c1 (stereo unspecified) | 0.6 | -0.1 | 5.5 | -0.2
COc1ccc2nc(NC(=O)C3CCCN3S(=O)(=O)c3ccc(C)cc3)sc2c1 (stereo unspecified) | 0.3 | 0.1 | 19.6 | 5.1
CCOC(=O)COc1ccc2c(C)c(-c3ccc(OC)c(OC)c3)c(=O)oc2c1 | 0.8 | 2.0* | -15.3 | 6.0
O=C(CC1(O)C(=O)N(Cc2cccc3ccccc23)c2ccccc21)c1ccccc1O (stereo unspecified) | -0.7 | -0.2 | 12.3 | 1.8
COc1ccc(C2CCN(Cc3nnnn3C3CC3)CC2)cc1 | -0.9 | -0.3 | -8.6 | -0.1
O=C(c1ccccc1)N1C(O)CCC12CSCC2=O (stereo unspecified) | 0.2 | 0.0 | -4.0 | 1.3
CCCC/C(C)=N\NC(=O)c1cccc(Br)c1 | 1.4 | 0.1 | 12.7 | -6.1
Cc1ncn(-c2ccc(Nc3ncc4cccc(-c5cnc6ccccc6c5)c4n3)cc2)n1 | -0.9 | 1.1 | 31.2 | 10.1
C/C(=N\Nc1nc(C)cc(=O)[nH]1)c1ccccc1 | 1.5 | 0.2 | -17.6 | 9.4
Cc1ccc(NC(=O)N2CCC(C)CC2)cc1 | -0.9 | 0.0 | 8.0 | -63.5
CCOC(=O)c1c(NC(=O)COc2ccc(F)cc2)sc(C(=O)Nc2ccccc2C)c1C | -1.8 | 0.1 | -13.1 | -11.3
Cc1ccccc1NC(=O)c1cccc(NCN2C(=O)c3ccc(Br)cc3C2=O)c1 | 1.0 | 0.0 | 22.4 | 4.0
O=C(O)C1CC(=O)N(c2ccc(F)cc2)C1 (stereo unspecified) | 1.6 | -0.1 | -3.7 | 2.4
Cn1c(=O)c(Br)c2c3c(cccc31)C(=O)c1ccccc1-2 | 0.4 | 0.1 | -5.1 | -3.8
O=C(Nc1ccccc1F)c1cc([N+](=O)[O-])ccc1Cl | 0.3 | -0.1 | -11.6 | 26.5
O=C1OC(c2ccc(Cl)cc2)/C(=C(\O)c2ccccc2)C1=O (stereo unspecified) | -1.2 | 0.1 | 27.3 | -41.2
CCOc1ccc(Oc2nc(NCC(C)C)nc(N3CCOCC3)n2)nn1 | -0.2 | 0.6 | -6.2 | -1.8
Cc1ccc(C(=O)Nc2ccccc2C(=O)NCc2ccco2)cc1[N+](=O)[O-] | -0.8 | 0.1 | 12.9 | 2.0
O=[N+]([O-])c1ccc(Nc2cc(Nc3ccccc3O)c3nonc3c2[N+](=O)[O-])c(O)c1 | -0.6 | -0.5 | 13.2 | -3.7
COc1ccc(S(=O)(=O)Oc2cc(C)cc(C)c2)cc1OC | 0.5 | -0.1 | -0.8 | -2.0
O=C(Nc1ccccc1F)N1CCCC1c1cccnc1 (stereo unspecified) | -0.4 | -0.1 | -12.5 | -8.2
CCOc1ccc(C2C(C#N)=C(N)OC3=C2C(=O)CC(C)(C)C3)cc1O (stereo unspecified) | 0.4 | -0.1 | -2.4 | -8.6
CCOC(=O)c1[nH]c(COC(=O)c2cc(=O)c3ccccc3o2)c(C(=O)OCC)c1C | -0.4 | 0.6 | -7.0 | -2.1
O=C1CCCN1CCCNc1nc(NCCN2CCOCC2)c2[nH]cnc2n1 | -0.6 | -0.1 | 11.6 | 12.6

Compound profiles, as listed above. Order of screens: GPR151 ag, FBW7 activator, MITF inh, TEAD-YAP inh
CCCNC(=S)N1CCC(NC(=O)c2cccc(C)c2)CC1 as listed: 0.7, 0.1, 23.1, 1.2
O=C(Nc1ccccc1F)c1cc([N+](=O)[O-])ccc1Cl as listed: 0.3, -0.1, -11.6, 26.5
CCOc1ccc(OCC(O)CNC2CCN(Cc3ccccc3)CC2)cc1 (stereo unspecified) as listed: 1.2, -0.1, -1.3, 5.0
CCOC(=O)c1ccc(NC(=O)COc2ccc(Br)cc2C)cc1 as listed: 0.5, -0.1, 11.6, 4.2
O=C1ON=C(c2ccccc2)/C1=C/c1ccc(Br)s1 as listed: -1.3, -0.1, 1.5, -5.1

The list continues.
compound | GPR151 ag | FBW7 activator | MITF inh | TEAD-YAP inh
Cc1cc([N+](=O)[O-])nn1CC(=O)NCc1ccc2c(c1)OCO2 | -0.3 | -0.1 | 12.9 | 14.7
O=C(CNC(=S)N(Cc1cccs1)C1CCCCC1)NCCN1CCOCC1 | 0.4 | 0.1 | 1.2 | 7.3
S=C(NCCCn1ccnc1)Nc1ccc(Br)cc1 | 5.1* | -0.1 | 7.6 | -4.7
CC(C)CCn1c(O)c2ccc(C(=O)N=NC(=O)c3ccccc3)cc2c1O | -4.5 | 0.0 | 1.5 | 4.2
N#CCC(=O)Nc1ccc(C(=O)OCC(=O)Nc2cc(Cl)ccc2C#N)cc1 | 0.4 | -0.1 | 6.7 | 3.9
CC1CCCN(S(=O)(=O)c2ccc(F)c(C(=O)NCc3cccs3)c2)C1 (stereo unspecified) | 0.0 | -0.1 | -10.3 | 2.9
O=C(CNC(=O)c1ccco1)OCc1ccc(C(=O)Oc2ccc(Cl)cc2)cc1 | -1.2 | 0.3 | 8.8 | -2.3
O=C(Nc1cc(F)c(-c2cn[nH]c2)c(F)c1)C1COc2ccc(Cl)cc2C1 (stereo unspecified) | 0.3 | -0.1 | -3.5 | 2.4
CCCNC(=O)N1CCC(n2cnc3cccnc32)CC1 | -0.1 | 0.2 | 6.2 | 0.3
Cc1cc(C)nc(/N=C(\N)Nc2ccccc2-c2ccccc2)n1 | 0.6 | -0.3 | 1.5 | 42.7*
O=C(COc1ccc([N+](=O)[O-])cc1)NNc1ccccc1 | -0.1 | 0.0 | 9.3 | 8.0
CCOC(=O)COc1ccc(/C=C2\Oc3cc(OC)ccc3C2=O)cc1OC | 1.6 | 0.0 | -7.5 | -5.2
CC(=O)C1=C(C)NC2=C(C(=O)CC(C)(C)C2)C1c1ccccc1 (stereo unspecified) | 0.3 | -0.1 | 9.1 | 10.7
COc1ccc(OCC(=O)N/N=C/c2ccc(C(C)C)cc2)cc1 | -1.1 | 0.1 | 10.9 | 4.2
Cc1cc(C)c(C#N)c(S(=O)Cc2ccc(Cl)cc2)n1 (stereo unspecified) | -0.2 | 0.1 | 6.0 | -0.3
CCOC(=O)c1ccc(Nc2nnc(-c3cc4cc(OC)ccc4oc3=O)s2)cc1 | 1.1 | -0.1 | 2.9 | -4.7
c1cc2c(cc1CNCC1CCCCC1)OCO2 | -0.9 | 0.0 | 58.2* | -8.1

Compounds as they come. Share with any hit: about 3.4%.
